Screening results deposited in PubChem by National Center for Advancing Translational Sciences (NCATS).
Lipid storage S3: qHTS Assay for Lipid Storage Modulators in Drosophila S3 Cells; Drosophila S3 cells, BODIPY lipid droplet fluorescence, 18-24 h; cells fed with added oleic acid; lipid storage change, negative = inhibition, % at the top dose, mostly 46.1 µM; hits show Potency in µM; actives 0.64% (n = 320,000); active = well fitted inhibition curve with a large enough effect in the signal ratio, with a control signal flat, not every such curve was filed as active; inconclusive = small, poorly fitted or top-dose-only effect, or effect the other way, or a change in a side signal; the % refers to the signal ratio
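Drosophila S3 cells loaded with oleic acid (400 uM, as added) and compounds at several concentrations; lipid droplets imaged by 488-nm laser-scanning cytometry, 500–530 nm intensity and object ratio to cell channel. Percent activity normalized to 20 uM Triacsin C.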
Lipid storage S3 cell count max: also measured in Lipid storage S3; calls as there; cell number change, %; measured here: cell count max response;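 cells counted by Cell Tracker Red CMTPX staining in the red channel; peak over a dose series mostly up to 46.1 µM; percent activity relative to internal control wells on each plate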
An asterisk follows results filed as active; i = inactive; ? = inconclusive; · = not tested or not shown. % is set by controls: 0 for no effect and ±100 for the full control effect; potency is the fitted concentration of half-maximal effect. Not all compounds are listed (hit frequency here may not be typical).

Order of values – Lipid storage S3	Lipid storage S3 cell count max
- COc1ccc(Cl)cc1C(=O)CSc1nc(N)cc(N)n1
 : ?	·
- CC(C)(C)c1ccc(-c2nc(C#N)c(NCc3cccnc3)o2)cc1
 : ?	·
- CCCNC(=O)c1ccc(Cl)c(Cl)c1
 : ?	·
- Cc1cc(NCCN2CCCCC2)n2c(nc3ccccc32)c1C#N
 : ?	·
- CC(=O)N1CCC2(CC1)CC(=O)c1cc(OCC(=O)NCc3ccc(C)cc3)ccc1O2
 : i	·
- CCCOc1ccc(-c2nnn(CC(=O)c3c[nH]c4ccccc34)n2)cc1
 : ?	·
- COc1ccc2oc(C)c(C(=O)c3ccc([N+](=O)[O-])cc3)c2c1
 : ?	·
- Cn1c(=O)c2c(-c3ccccc3)n(-c3ccccc3O)cc2n(C)c1=O
 : ?	·
- CCn1cnc2sc(C(=O)N(Cc3ccc(N(C)C)cc3)Cc3ccco3)c(C)c2c1=O
 : i	·
- Cc1cc(C)nc(/N=C(/NC(=O)Nc2ccc(Cl)c(Cl)c2)Nc2ccccc2)n1
 : ?	·
- Nc1cccc(-c2cn3cccnc3n2)c1
 : ?	·
- O=C(Nc1ccc(OCc2ccccc2)cc1)c1cccc([N+](=O)[O-])c1
 : 15%	1
- Cc1c(N(C)C(=O)c2ccc3c(c2)OCO3)c(=O)n(-c2ccccc2)n1C
 : 1%	5
- O=C(CCN1C(=O)C2C3C=CC(C3)C2C1=O)Nc1ccc2c(c1)OCO2 (centres undefined)
 : -3%	-16
- O=C(CCNC(=O)c1ccc([N+](=O)[O-])cc1)Nc1ccc(F)cc1
 : ?	·
- CC(C)CC(NC(=O)C(NC(=O)OC(C)(C)C)C(C)C)C(N)=O (centres undefined)
 : 25%	1
- Cc1ccc(NC(=O)Cn2c(=O)cnc3ccccc32)cc1S(=O)(=O)N1CCCCC1
 : -21%	-14
- CC(C)CN(CC(C)C)c1ccc(/C=N/n2cnnc2)cc1[N+](=O)[O-]
 : 0%	-23
- O=S(=O)(Nc1cccc2c1CCCC2)c1cccc(C(F)(F)F)c1
 : ?	·
- COc1ccc(/C=C/C(=O)Oc2ccc(/C=N/NC(=O)c3ccncc3)cc2)cc1
 : ?	·
- COc1ccc(CN2CCNC(=O)C2CC(=O)N(C)Cc2nonc2C)c(F)c1 (centres undefined)
 : ?	·
- CN(C)c1ccc(C(C(=O)NC2CCCC2)N(C(=O)c2csnn2)C2CC2)cc1 (centres undefined)
 : i	6
- Cc1ccc2nc(SCC(=O)Nc3cccc(Cl)c3)nc(=O)n2c1
 : ?	·
- O=C(c1cc(-c2ccncc2)nc2ccccc12)N1CCN(c2ccc(N3CCOCC3)nn2)CC1
 : ?	·
- CN(c1ccc(OCC(=O)Nc2nc3ccccc3s2)cc1)S(=O)(=O)c1ccccc1
 : ?	·
- Cc1ccc2c(c1)NC(=O)C(CC(=O)O)O2 (centres undefined)
 : 1%	2
- COc1cc2c(cc1NC(=O)CSc1nc3ccc(C)cc3[nH]1)oc1ccccc12
 : ?	·
- O=C(c1cccc(F)c1)N1CCCC(C(=O)N2CCN(c3ccccc3)CC2)C1 (centres undefined)
 : -3%	7
- Cc1onc(-c2ccccc2)c1-c1csc(COc2ccccc2)n1
 : 16%	12
- Nc1nc(-c2ccc(Cl)cc2)nn1C(=O)c1cccnc1
 : ?	·
- C=CCn1c(SCC(=O)NCCOC)nnc1-c1cc2c(s1)CCC(CC)C2 (centres undefined)
 : -4%	2
- COc1ccc(C(=O)OCC(=O)c2ccc(C3CCCCC3)cc2)cc1
 : i	·
- CC(C)Cc1nnc(NC(=O)CSc2ccccn2)s1
 : ?	·
- Cn1c(-c2ccc(F)cc2)cnc1NCc1ccccc1F
 : ?	·
- CSCCC(NC(=O)COc1ccccc1)C(=O)NCC1COc2ccccc2O1 (centres undefined)
 : -7%	1
- COc1ccc(C2C(C#N)=C(N)N(c3cccnc3)C3=C2C(=O)CC(C)(C)C3)cc1OC (centres undefined)
 : -2%	5
- Cn1cc(S(=O)(=O)Nc2ccc3c(c2)OCCO3)cn1
 : -2%	16
- CCN(CC)C(C)C(=O)Nc1c2c(cc3c1CCC3)CCC2 (centres undefined)
 : ?	·
- FC(F)(F)c1cc(CCN2C(=S)NC[C@@H]2c2ccccc2)cc(C(F)(F)F)c1
 : -3%	-10
- O=C(Cc1ccc(Cl)cc1)NCC(=O)N1CCN(Cc2ccccc2)CC1
 : ?	·
- CCOC(=O)c1c(NS(=O)(=O)c2cccc(OC)c2)sc2c1CCC2
 : i	-11
- COC(=O)C1=C(c2ccc(OC)cc2)OC(=O)C1(C)C
 : ?	·
- COc1ccccc1-c1c(C(F)(F)F)oc2c(CN(C)C)c(O)ccc2c1=O
 : i	10
- CCC1Sc2ccc(S(=O)(=O)N3CCN(c4ccccc4)CC3)cc2NC1=O (centres undefined)
 : i	-16
- Cn1cc(S(=O)(=O)Nc2ccc(F)cc2F)c(=O)n(C)c1=O
 : 10%	16

Ordered by the number under Lipid storage S3 cell count max (highest first): 3 of the compounds above
Molecule	Lipid storage S3 cell count max
Cn1cc(S(=O)(=O)Nc2ccc(F)cc2F)c(=O)n(C)c1=O	16
FC(F)(F)c1cc(CCN2C(=S)NC[C@@H]2c2ccccc2)cc(C(F)(F)F)c1	-10
CCC1Sc2ccc(S(=O)(=O)N3CCN(c4ccccc4)CC3)cc2NC1=O (centres undefined)	-16

Remaining list, next part:
Order of values – Lipid storage S3	Lipid storage S3 cell count max
- Cc1nc(C)c(C(=O)NCCC(c2ccccc2)c2ccccc2)o1
 : -5%	-16
- Cc1cc(Cl)c(S(=O)(=O)Nc2ccc(Cl)cn2)cc1OCC(N)=O
 : 4%	18
- Cc1cc(NC(=O)C(C)Sc2nnc(NCc3ccco3)s2)no1 (centres undefined)
 : ?	·
- CCOC(=O)N1CCC(NC(=O)c2cc(C)c3c(C)nn(-c4ccccc4)c3n2)CC1
 : 17%	26
- CC(C)NCC(O)COc1c(F)cc(Br)cc1F (centres undefined)
 : ?	·
- O=C(NC12CC3CC(CC(C3)C1)C2)C1=COCCO1
 : ?	·
- O=C(c1cc(F)c(F)cc1Cl)N1CCN(c2ccc([N+](=O)[O-])c3ncccc23)CC1
 : ?	·
- CCCCOc1ccc(N(CC(=O)NC(C)C)C(=O)CCC(=O)Nc2ccccn2)cc1
 : -12%	24
- COc1ccc(CC(=O)Nc2cc(C)on2)cc1
 : i	·
- CCCSc1nc(C)cc(C)c1C(N)=O
 : ?	·
- COc1ccc(C(=O)N/N=C\c2ccoc2)cc1
 : ?	·
- CCOc1ccc(S(=O)(=O)N2CCN(Cc3ccccc3)CC2)c2cccnc12
 : -17%	-15
- COc1cc(NC2c3ccccc3C(=O)N2c2ccc(C)cn2)cc(OC)c1OC (centres undefined)
 : 1%	9
- O=C(N/N=C/c1ccco1)c1cc(C2CC2)nc2ccccc12
 : i	-2
- Cc1cc(-c2onc(C)c2C(=O)Oc2ccc(Cl)cc2)no1
 : 10%	8

Compound profiles, from the list above:
CC(C)NCC(O)COc1c(F)cc(Br)cc1F (centres undefined) reads Lipid storage S3: ?; Lipid storage S3 cell count max: ·
Cc1cc(Cl)c(S(=O)(=O)Nc2ccc(Cl)cn2)cc1OCC(N)=O reads Lipid storage S3: 4%; Lipid storage S3 cell count max: 18

Continuation.
Order of values – Lipid storage S3	Lipid storage S3 cell count max
- COc1ccc(CC(=O)NCc2cn3ccsc3n2)cc1
 : -12%	-3
- Cc1noc(C)c1COc1ccc(C(=O)N2CCN(c3ccccc3F)CC2)cc1
 : ?	·
- Cc1ccc(Sc2c(C=O)c3ccccc3n2C)cc1
 : ?	·
- COc1ccc(OC)c(NC(=O)C2CCCC2)c1
 : 0%	5
- CC(C)S(=O)(=O)N1CCCC(C(=O)c2cccc(Cl)c2)C1 (centres undefined)
 : ?	·
- O=C(Oc1cccc([N+](=O)[O-])c1)c1cc(-c2ccccc2)nc2ccccc12
 : 3%	-5
- CN1CCc2c(sc(/N=C/c3cc(C(C)(C)C)ccc3O)c2C#N)C1
 : -8%	7
- Cc1ccc(C)c(SCC(=O)OCC(=O)NCc2ccccc2)c1
 : ?	·
- COc1ccccc1NC(=O)C(C/C=C(/C)Cl)C(C)=O (centres undefined)
 : 10%	12
- O=C(COC(=O)c1ccccc1NCCO)Nc1cccc(S(=O)(=O)NC2=NCCCCC2)c1
 : i	-4
- O=C(OCc1cc(=O)n2ccsc2n1)c1ccc(OC(F)F)cc1
 : 7%	-4
- O=C(c1ccc(Br)o1)N1CCN(C/C=C/c2ccccc2)CC1
 : 14%	-20
- Cc1cccc(N2C(=O)CC(N3CCC(c4nc5ccccc5[nH]4)CC3)C2=O)c1 (centres undefined)
 : ?	·
- COC(=O)c1ccccc1NC(=S)NC(=O)c1ccccc1
 : 1%	-7
- O=c1c(Cl)c2oc3ccccc3nc-2c2ccccc12
 : 12µM*	13*
- COc1ccccc1CC1(C)NC(=O)N(CC(=O)N2CCc3ccccc3C2)C1=O (centres undefined)
 : ?	·
- C=CC(=O)NC(C)(C)CCN1CCOCC1
 : ?	·
- CCOC(=O)CCNCC1COc2ccccc2O1 (centres undefined)
 : ?	·
- CCc1cc(C(=O)N2CCN(c3ncccn3)CC2)sc1C
 : ?	·
- O=C(CN1C(=O)C2CC=CCC2C1=O)OCc1cc(=O)n2cc(Br)ccc2n1 (centres undefined)
 : 9%	4
- Cc1nn(Cc2cccc(C(=O)Nc3ccn(Cc4ccccc4F)n3)c2)c(C)c1[N+](=O)[O-]
 : i	·
- CCN(CC)S(=O)(=O)c1ccc2c(c1)nc(SC(C)C(=O)NCC1CCCO1)n2CC (centres undefined)
 : -11%	·
- COc1ccc(/C=N/n2cnc3c([nH]c4ccc(F)cc43)c2=O)cc1CN1CCCC1
 : -2%	-13
- Cc1c(NC(=O)COC(=O)c2ncc(Cl)c(Cl)c2Cl)c(=O)n(-c2ccccc2)n1C
 : ?	·
- CCc1ccc(N=c2c([N+](=O)[O-])nn(-c3ccc4c(c3)OCCO4)n2O)cc1
 : ?	·
- O=C(Nc1cccc(S(=O)(=O)N2CCCCC2)c1)C1CCCC1
 : 20%	-1
- COc1ccccc1N1C(=O)c2cccc3cccc(c23)C1=O
 : i	-25
- CCN(Cc1ccccc1)S(=O)(=O)c1ccc(S(=O)(=O)N2CCN(C)CC2)cc1
 : 14%	7
- CCCN1Cc2cccc(C(=O)NC(C)c3cccs3)c2C1=O (centres undefined)
 : i	·
- COc1ccc(CNC(=O)C2CCN(c3nccs3)CC2)cc1
 : ?	·
- c1ccc(-c2ccc(C3=Nn4c(nnc4-c4cc(-c5ccccc5)n[nH]4)SC3)cc2)cc1
 : ?	·
- CCc1[nH]c(=O)[nH]c1C(C)S(=O)(=O)c1ccc(C)cc1 (centres undefined)
 : ?	·
- Cc1cc(NC(=O)Nc2ccc(C)c(C)c2)no1
 : -7%	·
- CSc1ncc(C(=O)Nc2ccc(C)cc2C)c(C)n1
 : i	·
- CCOC(=O)c1oc2ccccc2c1CN1CCOCC1
 : ?	·
- CC(CCc1ccccc1)NC(=O)c1ccc(Br)o1 (centres undefined)
 : i	·
- COCc1nnc(NS(=O)(=O)c2c(C)cc(C)cc2C)s1
 : 18µM*	-25*
- O=C(O)CSc1nnc(-c2cccnc2)n1Cc1ccccc1
 : 8%	0
- CCOc1ccccc1NC(=O)CC(O)(C(F)(F)F)C(F)(F)F
 : -9%	-10
- CSc1ccc(CCNC(=O)c2nn(C)c3c2CS(=O)(=O)c2ccccc2-3)cc1
 : -7%	·
- CC(C)c1ccc(C(=O)NN2C(=O)C3CCCCC3C2=O)cc1 (centres undefined)
 : ?	·
- Cc1ccc2c(Cl)c(C(=O)NCCc3ccccc3)sc2c1
 : ?	·
- CC(C)Sc1nc2[nH]ncc2c(=O)[nH]1
 : ?	·
- CCOC(=O)c1[nH]c(C)c(C(=O)OCC(=O)Nc2sc3c(c2C#N)CCCCC3)c1C
 : ?	·
- O=C1NC2(CCCCC2)C(=O)N1Cc1cccc(C(F)(F)F)c1
 : 1%	-5

Next part; it opens with the 2 that closed the last part.
Order of values – Lipid storage S3	Lipid storage S3 cell count max
- CCOC(=O)c1[nH]c(C)c(C(=O)OCC(=O)Nc2sc3c(c2C#N)CCCCC3)c1C
 : ?	·
- O=C1NC2(CCCCC2)C(=O)N1Cc1cccc(C(F)(F)F)c1
 : 1%	-5
- Cc1cc2nc(C)n(CCCN)c2cc1C
 : -4%	-4
- O=C(Cn1[nH]c(=O)c2ccccc2c1=O)N1CCN(S(=O)(=O)c2ccc(Cl)cc2)CC1
 : ?	·
- CC(=O)c1c(C)[nH]c(C(=O)CSc2ccc(F)cc2)c1C
 : -16%	-10
- COc1ccc(N2CC(C(=O)Nc3nc(-c4ccccc4)c(C(C)=O)s3)CC2=O)c(OC)c1 (centres undefined)
 : ?	·
- COc1ccc(S(=O)(=O)N2CCC(C(=O)N3CCCC3)CC2)cc1Cl
 : i	·
- Cc1nn(C(C)C(=O)NCc2cccs2)c(=O)c2nn(-c3ccccc3)c(C)c12 (centres undefined)
 : ?	·
- CON/C=C(\C=Nc1ccccc1)c1ncc(C(F)(F)F)cc1Cl
 : -18%	19
- CCCCNC(=O)c1ccccc1C(=O)NCCCC
 : ?	·
- CSc1nc(-c2ccccc2)c2cc(Cl)ccc2n1
 : ?	·
- CCC(=O)c1ccc(N2CCN(C(=O)c3ccccc3)CC2)c(F)c1
 : 7%	0
